Shiga toxin inh – blocks Shiga toxin action in Vero cells; Vero cells, Shiga toxin protein synthesis inhibition reporter; inhibition, % at 38.7 µM; 290,000 compounds, 9.2% hits; in the data active = inhibition mostly above about 28%, no sharp cut-off; inactive = mostly below about 43%; note: 0% is about no effect
CHX counter – counter-screen hit for Shiga toxin inhibitors, cycloheximide; AID 2314; cell reporter, cycloheximide protein synthesis inhibition counterscreen; 300,000 compounds, 12% hits; max response, %; in the data active = max response mostly above about 13%, no sharp cut-off; inactive = mostly below about 14%; note: read at 38.3 µM for the half of the compounds with a filed dose; 0% is about no effect
Tb PYK inh – inhibitors of Trypanosoma brucei pyruvate kinase; Potency, µM (highest dose often 76.8 µM), inactives show at the top dose activity, negative = inhibition, hits mostly inhibitors; 410,000 compounds, 0.12% hits; AID 624173; TbPYK enzyme, Kinase-Glo Plus ATP luminescence, 45 min; Q57TT1; note: potency is the fitted concentration of half-maximal effect; % is set by controls: 0 for no effect and ±100 for the full control effect; nearly all actives have a fitted effect of over 50% in size
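In this concentration-response screen, enzyme-free wells defined baseline while DMSO plates tracked drift. Each reaction combined TbPYK, substrate, compound and 130 uM ADP for 45 min at room temperature. Kinase-Glo Plus luminescence gave the signal.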
LmPK inhibitor – inhibitors of Leishmania mexicana pyruvate kinase; 290,000 compounds, 0.37% hits; Q27686; AID 1721; Potency, µM (top dose mostly 57.5 µM), for inactives: at the top dose activity change, negative = inhibition, most hits filed as inhibitors; purified LmPK, Kinase-Glo ATP luminescence, 1 h; note: potency is the fitted concentration of half-maximal effect; % is set by controls: 0 for no effect and ±100 for the full control effect
Target sequence (Q27686 whole entry, looked up): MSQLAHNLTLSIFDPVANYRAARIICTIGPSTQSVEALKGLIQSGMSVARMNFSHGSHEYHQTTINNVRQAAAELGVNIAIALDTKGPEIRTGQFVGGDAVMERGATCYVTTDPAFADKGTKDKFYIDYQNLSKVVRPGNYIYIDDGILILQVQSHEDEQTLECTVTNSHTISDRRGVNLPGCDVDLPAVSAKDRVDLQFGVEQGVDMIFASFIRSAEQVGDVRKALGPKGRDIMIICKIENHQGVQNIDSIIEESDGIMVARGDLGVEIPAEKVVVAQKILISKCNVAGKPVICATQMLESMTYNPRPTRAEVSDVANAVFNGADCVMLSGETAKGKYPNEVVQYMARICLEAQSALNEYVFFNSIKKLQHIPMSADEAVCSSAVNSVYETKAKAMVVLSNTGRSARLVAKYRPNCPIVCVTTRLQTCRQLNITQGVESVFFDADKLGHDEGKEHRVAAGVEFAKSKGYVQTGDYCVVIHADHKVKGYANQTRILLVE
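In 50 mM imidazole pH 7.2 with 7 mM MgCl2, LmPK (0.1 nM) turned over PEP (0.5 mM) and ADP (0.1 mM) for 1 h at room temperature. Luciferase read-out of ATP.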
Pf growth 48h – inhibits P. falciparum growth in the first generation, 48 h; Potency, µM (doses to about 28.7 µM), without a hit: at the top dose activity change, negative = inhibition, actives largely listed as inhibitors; P. falciparum luciferase growth in erythrocytes, 48 h; 310,000 compounds, 5.9% hits; note: potency is the fitted concentration of half-maximal effect; % is set by controls: 0 for no effect and ±100 for the full control effect
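Erythrocytes infected with P. falciparum carrying an integrated firefly luciferase reporter (2% hematocrit, 0.1% parasitemia final) were exposed to compounds in RPMI 1640 with 0.5% Albumax at 37 C, 5% CO2. Growth inhibition was scored as reduced luminescence.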
Pf growth 96h – P. falciparum growth inhibition at 96 hours; P. falciparum luciferase reporter growth, 96 h; Potency, µM (series often up to 28.7 µM), for inactives: at the highest dose activity change, negative = inhibition, hits mostly inhibitors; 320,000 compounds, 6.9% hits; AID 504834; note: potency is the fitted concentration of half-maximal effect; % is set by controls: 0 for no effect and ±100 for the full control effect
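P. falciparum expressing integrated firefly luciferase grown in erythrocytes (2% hematocrit, 0.05% parasitemia final) with compounds for 96 hours at 37 C, 5% CO2. Growth inhibition read as loss of luminescence after adding luciferase detection reagent.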
AMA1 RON2 block – inhibitors of Plasmodium falciparum AMA1-RON2 interaction. AID 720542. Potency, µM (highest dose often 58.2 µM), inactives show top-dose activity change, negative = inhibition, actives largely listed as inhibitors. AlphaScreen AMA1-biotinylated RON2 peptide binding. 360,000 compounds, 0.2% hits;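 note: potency is the fitted concentration of half-maximal effect; 0% = vehicle wells and -100% = peptide control; nearly all actives have a fitted effect of over 45% in size; some results filed as inactive show a strong effect at the top dose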
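AMA1 (3D7) with his tag at 25 nM final met compounds first, then biotinylated RON2 peptide at 25 nM; detection used donor plus acceptor beads, 10 µg/mL apiece, read by AlphaScreen after 30 min at room temperature.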
Numbers without * were called inactive; u = inconclusive; x = not tested or not shown; + = active, no number; [ ] = another dose, or the depositor's remark. Unless noted, calls come from the whole dose curve; as a rule, active = well fitted curve in the direction sought with a large enough effect; inconclusive = small, poorly fitted or top-dose-only effect, or another doubt; inactive = no such curve, though single readings can be large; an effect the other way counts as inactive or inconclusive.

Values run as follows: Shiga toxin inh, CHX counter, Tb PYK inh, LmPK inhibitor, Pf growth 48h, Pf growth 96h, AMA1 RON2 block
> CCOc1ccccc1NC(=O)N1CCC(n2nnc3cc(C)ccc32)CC1
    -11, -5, -1%, 1%, u, u, -2%
> O=C(c1cccc2nc3ccccc3nc12)N1CCOCC1
    8, -1, -3%, 3%, 6%, 9%, -13%
> C=CCNC(=O)c1sccc1Oc1ccc(F)cc1[N+](=O)[O-]
    1, -4, 0%, -5%, 34%[activator], u, 12%
> Cc1ccccc1NC(=O)/C=C/c1cccc(C(F)(F)F)c1
    63, 4, 1%, 0%, 41%[activator], u, -1%
> O=C1NC(c2cn(-c3ccccc3)nc2-c2cccs2)C(C(=O)c2cccnc2)C(O)(C(F)(F)F)N1 (centres undefined)
    -4, 0, -11%, 5%, x, 13µM*, -1%
> Cc1ccc(C(=O)NNC(=O)C2CCN(Cc3ccc(Cl)c(Cl)c3)CC2)cc1
    -8, 2, -6%, 9%, 49%[activator], 80%[activator], 1%
> c1cn2cc(-c3ccc4c(c3)OCO4)nc2s1
    95*, 46*, x, u, -18%, -18%, -13%
> COc1ccc(CN2CCCC2C(=O)Nc2ccc(OC)c(OC)c2)cc1OC (centres undefined)
    -16, -7, 1%, 1%, -2%, -11%, 8%
> CC1CN(C(=O)c2ccncc2)CC(C)O1 (centres undefined)
    -7, -1, -5%, -3%, 17%, x, -11%
> CCOc1cccc(=NC2CCCCC2)c2c(C)n(C)c(C)c12
    13, 2, -5%, -1%, 1.9µM*, u, -13%
> NC(=O)C1CCN(C(=O)CCCCCn2c(=O)[nH]c3ccsc3c2=O)CC1
    3, -2, 5%, 4%, u, 71%[activator], 1%
> NS(=O)(=O)c1cccc(NC(=O)COC(=O)CCc2ccccc2)c1
    15, 10, 7%, 3%, -22%, -6%, 4%
> O=C(Cc1ccc(Br)cc1)Nc1ccccc1N1CCCC1
    -4, -2, -23%, -11%, u, u, -13%
> CCOC(=O)CSc1cc(CS(C)(=O)=O)nc(-c2ccccn2)n1
    -11, -2, 3%, 10%, 23%, -17%, 54%[activator]
> O=C(NCCCN1CCOCC1)c1cc2nc(-c3ccco3)cc(C(F)(F)F)n2n1
    -4, -2, 0%, -3%, 21%, u, 5%
> COc1cc(NC(=O)C/C(C)=N/NC(=O)c2ccccn2)c(OC)cc1Cl
    72*, 44*, 3%, -4%, 20%, 2%, 42%[activator]
> CN1CCN(CC(O)COc2ccc(OCC(O)CN3CCN(C)CC3)cc2)CC1 (centres undefined)
    12, -4, 1%, 3%, 1%, -12%, -13%
> CC1CCN(S(=O)(=O)c2cccc(C(=O)NCc3ccco3)c2)CC1
    -1, -3, -2%, 5%, -3%, 21%, 0%
> CCCc1cc(=O)n2[nH]c(-c3ccco3)nc2n1
    -16, -3, -3%, -9%, x, 13%, 37%[activator]
> CCn1c(SCC(=O)Nc2nc3ccccc3s2)nnc1-c1ccc(Br)cc1
    23, 1, -4%, -6%, x, -7%, -8%
> O=C(NNS(=O)(=O)c1ccc([N+](=O)[O-])cc1)c1cnn(-c2ccccc2)c1-n1cccc1
    -2, -1, -3%, 0%, -5%, 5%, 6%
> Cc1cccc(-n2ncc3c2CCCC3NC(=O)Cn2cccn2)c1C (centres undefined)
    10, 19*, -1%, -6%, -11%, 0%, -12%
> CCOC(=O)c1oc2ccc(OC)cc2c1NC(=O)CN1CCN(C)CC1
    14, -2, -7%, 6%, -14%, x, -1%
> O=C(CN(C(=O)c1csnn1)c1ccccc1)NCc1ccc2c(c1)OCO2
    -4, 6, -2%, 2%, 10%, 33%[activator], 5%
> CCN(CC)CCNCc1ccc(Br)cc1OCC(=O)NCc1ccccc1
    -19, -2, 0%, -1%, u, 52%[activator][5.75 µM], 7%
> COc1cc2ccccc2cc1C(=O)NCC(c1cccs1)N(C)C (centres undefined)
    87*, 37*, 2%, -3%, 163%[activator], 99%[activator], -7%
> O=C(NC1CCCCCCC1)c1ccc(S(=O)(=O)N2CCCC2)cc1
    -17, 1, 3%, 3%, u, u, -6%
> Cc1ccc(C(=O)NNC(=O)c2ccncc2)cc1[N+](=O)[O-]
    x, x, 0%, x, 14%, 7%, 3%
> CCCCNc1c(-c2ccc(OC)c(SC3CCCCC3)c2)nc2cc(C)ccn12
    x, x, 2%, x, 9.3µM*, u, 28%
> Cc1cc(NC(=O)CSc2nnc(-c3cccnc3)n2C2CCCCC2C)no1 (centres undefined)
    -10, 0, 4%, -7%, x, u, 1%
> Cc1cccc(C)c1OCc1cc(C(=O)NCC2CCCCC2)no1
    -5, -3, 5%, -3%, 8%, 22%, -3%
> COc1ccc(CNCCCSc2ncccn2)cc1OC
    -3, -4, 1%, -5%, 0%, u, -3%
> O=C(CCCC(=O)c1ccccc1)Nc1ccc(F)cc1
    -6, 0, 6%, 2%, u, 7%, -1%
> COC(CNC(=O)C1CCCN(S(=O)(=O)c2c(C)noc2/C=C/c2cccs2)C1)OC (centres undefined)
    -7, -5, -17%, 6%, u, 30%, -26%
> COc1ccccc1NC(=O)Nc1ccc2c(c1)CCC2
    65*, 53*, -11%, -14%, 52%[activator], -2%, -1%
> COc1ccc(NC(=O)CCNS(=O)(=O)c2ccc3c(c2)c(=O)n(C)c(=O)n3C)c(OC)c1
    -8, -5, 8%, 4%, -11%, x, -21%
> CCOC(=O)CCc1c(C)n(CC)c2cc(-c3ccccc3OC)nn2c1=O
    -2, -5, -3%, 5%, x, 54%[activator], -3%
> CCOc1cc(/C=C/c2cccc[n+]2C)ccc1OCC(=O)Nc1ccc(C)cc1
    4, -6, 0%, -2%, 0.93µM*, 5.2µM*, -12%
> CCOc1ccc2nc(Cl)c(C3CC(c4ccco4)=NN3S(=O)(=O)c3ccccc3)cc2c1 (centres undefined)
    +, -2, -7%, 1%, u, 7.4µM*, -22%
> CS(=O)(=O)N(CC(=O)NCCSCc1c(F)cccc1Cl)c1ccc2c(c1)OCO2
    6, -3, 3%, 0%, 12µM*, -1%, 2%
> CCCCn1c(N)c(N(CCC(C)C)C(=O)C2CSC3(C)CCC(=O)N23)c(=O)[nH]c1=O (centres undefined)
    x, x, 7%, x, u, -3%, -4%
> COc1ccc(-c2cc(N3C(=O)Nc4ccccc4N3O)n[nH]2)c(OC)c1
    -11, -1, 1%, 2%, 2%, 10%, -6%
> Cc1[nH]n(-c2ccccc2)c(=O)c1N=Nc1c(Cl)cccc1Cl
    30, 4, 4%, 6%, 0%, u, 73%[activator]
> CCc1ccc(S(=O)(=O)N/N=C(/C)c2ccncc2)cc1
    -14, -4, -3%, 0%, 6%, u, -2%
> Cc1ccn(S(=O)(=O)c2ccc(C(C)(C)C)cc2)n1
    23, 2, 1%, 1%, u, x, 0%
> COc1ccc(Cl)cc1NC(=O)CSc1nnc(-c2ccncc2)n1CC1CCCO1 (centres undefined)
    -10, -6, -5%, -2%, -2%, -13%, 23%
> COC(=O)[C@H]1C[C@@H](c2ccccc2)[C@H](C)C1(C)C
    x, x, 2%, x, u, 18%, 2%
> COc1ccccc1/C=C1/SC(=S)N(C(C)C(=O)NC2C=CS(=O)(=O)C2)C1=O (centres undefined)
    20, 19*, -12%, 13%, u, u, -8%
> COc1ccc(-n2c(SCC(=O)Nc3cccc(S(N)(=O)=O)c3)nc3ccccc3c2=O)cc1OC
    -26, -3, 1%, 0%, u, u, 6%
> Cc1ccc(S(=O)(=O)NC(N)=NCCc2ccc(Cl)cc2)cc1
    -15, -3, 0%, 0%, 1%, 21%, 18%
> Cc1ccc(C(=O)N2NC(c3ccccc3F)C3C(=O)N(c4cccc(C)c4)C(=O)C32)cc1 (centres undefined)
    24, 10, 4%, 0%, 47%[activator], 2.1µM*, 0%
> COCCn1nnnc1C(c1cc2c(C)cc(C)cc2[nH]c1=O)N1CCCCCC1 (centres undefined)
    3, 5, -22%, -4%, 12µM*, 7%, -6%
> Cc1ccc(NS(=O)(=O)c2cccc(C(=O)O)c2)cc1S(=O)(=O)N1CCCCC1
    -5, -2, 5%, 3%, u, -15%, -12%
> Cc1cccc(NC(=S)NC(=O)c2ccc(Br)o2)c1
    105*, 34*, -3%, -2%, 29%, 49%[activator], 29%
> O=C(NC12CC3CC(CC(C3)C1)C2)c1cncc(O)c1
    -8, -2, 0%, -2%, u, u, -20%
> COc1ccc(S(=O)(=O)N2CCC3(CC2)OCCN3S(=O)(=O)c2ccccc2)cc1OC
    x, x, -12%, x, u, u, -20%
> O=c1c2ccc(Cl)cc2nc2n1CC/C2=C\c1cccc(O)c1
    18, 2, -2%, 2%, 13µM*, u, -3%
> CC(C)CNC(=O)C(=O)NCC(c1ccc2c(c1)OCO2)N1CCOCC1 (centres undefined)
    -7, -4, -2%, 1%, 24%, 81%[activator], -1%
> COc1ccc(Cl)cc1C(=O)OCC(=O)c1ccc[nH]1
    x, x, 2%, x, 22%, 26%, -2%
> CCC(=O)Nc1ccc(Cl)c(NC(=S)NC(=O)c2ccco2)c1
    -4, 19, -3%, -5%, 10%, u, 27%

Single records, as listed above:
`Cc1ccccc1NC(=O)/C=C/c1cccc(C(F)(F)F)c1` is listed with Shiga toxin inh = 63; CHX counter = 4; Tb PYK inh = 1%; LmPK inhibitor = 0%; Pf growth 48h = 41%[activator]; Pf growth 96h = u; AMA1 RON2 block = -1%
`COC(=O)[C@H]1C[C@@H](c2ccccc2)[C@H](C)C1(C)C` is listed with Shiga toxin inh = x; CHX counter = x; Tb PYK inh = 2%; LmPK inhibitor = x; Pf growth 48h = u; Pf growth 96h = 18%; AMA1 RON2 block = 2%

Additional compounds
Values run as follows: Shiga toxin inh, CHX counter, Tb PYK inh, LmPK inhibitor, Pf growth 48h, Pf growth 96h, AMA1 RON2 block
> CSCC[C@H](NC(=O)OC(C)(C)C)c1nnc(SCc2cccc(F)c2)o1
    9, 1, -9%, 2%, u, 31%[activator], 31%[activator]
> Cn1c(SCC(=O)Nc2cc(Cl)cc(Cl)c2)nnc1-c1ccc2nonc2c1
    -24, 2, 2%, 8%, u, -5%, -14%
> CC1CCN(c2ccc([N+](=O)[O-])cn2)CC1
    14, 14, -1%, -4%, 10%, u, -17%
> Cc1ccc(C(=O)N2CCN(c3ccc([N+](=O)[O-])c(N4CCOCC4)c3)CC2)cc1
    -9, -4, -1%, 1%, -28%, 0%, -5%
> S=c1[nH]nc(-c2cccs2)n1C1CCCCC1
    -10, -2, 7.1µM*, 3.5µM*, u, -25%, 78%[activator]
> CN1CCc2c1nc1ccccc1c2NC(=O)CN1CCCC1
    -4, 0, -15%, -3%, 26%, -10%, -7%
> CN(CCC1CCOCC1)C(=O)CC1C(=O)NCCN1Cc1ccccc1F (centres undefined)
    12, 0, -1%, 1%, 16%, 57%[activator], 33%[activator]
> COc1ccc2nc(NCCO)[nH]c2c1
    2, 2, -2%, -2%, 0%, u, 2%
> CCOC(=O)c1ccccc1NC(=O)COC(=O)C1CCN(S(=O)(=O)c2ccccc2C(=O)OC)CC1
    x, x, 3%, x, -27%, u, -10%
> Cc1cc(C)cc(NC(=O)CCN2C(=O)c3ccccc3C2=O)c1
    -3, 7, -3%, -9%, 33%[activator], 8%, -11%
> O=C(Oc1ccccc1F)c1ccc2c(=O)n3c(nc2c1)CCC3
    x, x, -4%, x, 5%, 25%, 3%
